Screening data as filed in PubChem BioAssay.
APE1 inh = blocks human APE1 abasic DNA cleavage; 350,000 compounds, 0.35% hits; AID 2517; Potency, µM (series often up to 65.8 µM), for the others: at the top dose activity change, negative = inhibition, actives largely listed as inhibitors; P27695; recombinant APE1, TAMRA/BHQ-2 abasic DNA cleavage fluorescence;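 also: plate controls were vehicle for no effect and reference inhibitor for full effect; nearly all actives have a fitted effect of over 55% in size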
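0.75 nM APE1 + cpd, 15 min RT; start w/ 50 nM TAMRA/BHQ-2 THF-abasic dsDNA; kinetic fluor 525/598 nm ×3 reads @60 s; Δ(read3−read1); normalized to DMSO and NSC13755 control wells.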
Pol kappa inh = inhibitors of human DNA polymerase kappa | purified Pol kappa, fluorescent DNA synthesis assay, 10 min | Potency, µM (titrated, usually from 107 µM), for inactives: at the highest dose activity, negative = inhibition, actives largely listed as inhibitors | 400,000 compounds, 0.53% hits; also: % is scaled to controls: 0 for no effect and ±100 for the full control effect
Target sequence (Q9UBT6 whole entry, looked up): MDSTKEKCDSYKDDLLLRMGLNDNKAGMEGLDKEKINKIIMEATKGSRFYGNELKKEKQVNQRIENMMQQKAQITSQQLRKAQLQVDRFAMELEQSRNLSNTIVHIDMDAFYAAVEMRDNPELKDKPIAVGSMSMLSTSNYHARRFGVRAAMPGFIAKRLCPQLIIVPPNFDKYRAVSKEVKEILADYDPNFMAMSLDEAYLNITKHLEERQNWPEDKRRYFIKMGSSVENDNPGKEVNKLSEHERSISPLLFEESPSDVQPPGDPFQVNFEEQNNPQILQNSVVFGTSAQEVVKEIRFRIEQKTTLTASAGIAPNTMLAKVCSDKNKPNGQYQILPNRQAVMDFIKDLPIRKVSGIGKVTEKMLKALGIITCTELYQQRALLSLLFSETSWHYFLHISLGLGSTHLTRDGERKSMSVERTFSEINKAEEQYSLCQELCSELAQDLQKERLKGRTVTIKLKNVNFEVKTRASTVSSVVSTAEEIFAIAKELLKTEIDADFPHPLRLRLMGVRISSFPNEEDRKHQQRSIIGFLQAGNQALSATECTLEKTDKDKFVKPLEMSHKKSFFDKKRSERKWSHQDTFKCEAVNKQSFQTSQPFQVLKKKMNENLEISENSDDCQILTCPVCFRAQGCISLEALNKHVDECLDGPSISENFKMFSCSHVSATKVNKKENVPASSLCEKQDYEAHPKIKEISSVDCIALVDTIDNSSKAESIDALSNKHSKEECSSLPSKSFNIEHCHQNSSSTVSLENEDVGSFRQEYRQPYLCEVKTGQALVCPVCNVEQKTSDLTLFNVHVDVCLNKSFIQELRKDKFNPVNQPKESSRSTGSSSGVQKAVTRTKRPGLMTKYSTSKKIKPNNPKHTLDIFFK
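First, compounds were pin-transferred onto 10 nM Pol kappa. After 15 min at room temperature, substrate was added to 50 nM final. Fluorescence was then measured kinetically at 0 and 10 min.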
Pol iota inh = inhibitors of human DNA polymerase iota; AID 588590; Potency, µM (highest dose often 115 µM), for inactives: at the highest dose activity, negative = inhibition, actives largely listed as inhibitors; Q9UNA4; 390,000 compounds, 1% hits; Pol iota fluorescent replication assay, 10 min
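Pol iota at 10 nM preincubated 15 min with compounds at room temperature; reaction started with fluorescent substrate, 50 nM final. Fluorescence read kinetically at 0 and 10 min; buffer-only wells as negative control.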
Anesthetic bind = candidate novel general anesthetic via apoferritin binding. P02791. apoferritin/1-aminoanthracene competitive binding, fluorescence. Potency, µM (doses to about 77.5 µM), for inactives: at the top dose activity change, negative = displacement, usual class: inhibitors. 350,000 compounds, 0.074% hits. AID 485281; also: % is scaled to controls: 0 for no effect and ±100 for the full control effect; nearly all actives have a fitted effect of over 20% in size
Target sequence (P02791 2-175 limits assumed): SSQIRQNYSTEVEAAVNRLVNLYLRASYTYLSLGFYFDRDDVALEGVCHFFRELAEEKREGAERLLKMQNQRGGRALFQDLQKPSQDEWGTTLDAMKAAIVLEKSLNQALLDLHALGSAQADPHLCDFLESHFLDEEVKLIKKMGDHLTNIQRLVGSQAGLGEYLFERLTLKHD
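Horse-spleen apoferritin (10 uM) in 50% saturated 1-aminoanthracene in PBS was incubated 10 min at room temperature with compound. Fluorescence (ex 380, em 535 nm) was normalized to free and bound 1-AMA, with concentration-response fitted by a four-parameter Hill equation.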
BLM helicase inh = blocks DNA unwinding by human BLM helicase; P54132; recombinant BLM DNA unwinding, fluorescence dequenching; Potency, µM (series often up to 56.1 µM), without a hit: at the highest dose activity change, negative = inhibition, usual class: inhibitors; 350,000 compounds, 0.2% hits;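 also: plate controls were vehicle for no effect and no enzyme for full effect; nearly all actives have a fitted effect of over 35% in size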
G9a inh = blocks human histone lysine methyltransferase G9a; Q96KQ7; G9a H3K9 monomethylation, AlphaScreen, 2 h; Potency, µM (series often up to 102 µM), for inactives: top-dose activity, negative = inhibition, usual class: inhibitors; 350,000 compounds, 8.8% hits; AID 504332; also: % is scaled to controls: 0 for no effect and ±100 for the full control effect; nearly all actives have a fitted effect of over 75% in size
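Readings reflect AlphaScreen signal from monomethyl-H3K9 antibody detection. HMT at 20 nM; substrate b-H3K9 500 nM; cofactor SAM 20 uM; 2 h RT reaction; compounds tested as titrations in qHTS with 15 min preincubation.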
Pol eta inh = blocks human DNA polymerase eta activity | Q9Y253 | recombinant Pol eta, fluorescent DNA replication assay | Potency, µM (doses to about 114 µM), without a hit: at the top dose activity change, negative = inhibition, hits mostly inhibitors | 390,000 compounds, 1.2% hits | AID 588591; also: % is scaled to controls: 0 for no effect and ±100 for the full control effect
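Pol eta (10 nM) was preincubated with compounds for 15 min at room temperature, after which fluorescent replication substrate (50 nM final) was added to start the reaction. Fluorescence was read kinetically at 0 and 10 min.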
POLB inh = DNA polymerase beta (human) inhibition. Potency, µM (series often up to 114 µM), inactives show at the top dose activity change, negative = inhibition, most hits filed as inhibitors. Pol beta primer extension/strand displacement, fluorescence kinetic. P06746. 340,000 compounds, 1.3% hits; also: % is scaled to controls: 0 for no effect and ±100 for the full control effect
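10 nM enzyme + cpd, 15 min RT; start with substrate 50 nM final; read 0 min and after 10 min RT. Corrected, normalized data; 4-parameter Hill curve fit.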
BAZ2B block = BAZ2B (human) inhibition. Potency, µM (titrated, usually from 114 µM), without a hit: top-dose activity change, negative = inhibition, hits mostly inhibitors. 360,000 compounds, 4.4% hits. Q9UIF8. AID 504333. AlphaScreen BAZ2B-H3K14Ac peptide displacement; also: % is scaled to controls: 0 for no effect and ±100 for the full control effect; nearly all actives have a fitted effect of over 60% in size
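Multi-concentration screen (max 110 uM) measuring displacement of acetylated histone H3 peptide from BAZ2B by AlphaScreen, using 50 nM protein, 50 nM peptide and 10 ug/mL streptavidin donor plus Ni-chelate acceptor beads.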
* = called active by the depositor; ? = inconclusive; / = no result given; [ ] = dose if it differs, or a comment. Calls follow the shape of the dose curve; as a rule, active = well fitted curve in the direction sought with a large enough effect; inconclusive = small, poorly fitted or top-dose-only effect, or another doubt; inactive = no such curve, though single readings can be large; an effect the other way counts as inactive or inconclusive. Potency is read from the fitted curve at half-maximal effect. Not all compounds are listed, so the mix of outcomes need not match the whole.

The opening two records (preview)
SMILES | APE1 inh | Pol kappa inh | Pol iota inh | Anesthetic bind | BLM helicase inh | G9a inh | Pol eta inh | POLB inh | BAZ2B block
C[C@H](CO)N1C[C@H](C)[C@@H](CN(C)Cc2ccc(-c3ccccc3)cc2)Oc2c(NS(=O)(=O)c3cccs3)cccc2C1=O | -10% | -3% | 23% | / | / | / | -19% | / | /
CCCCc1ccc(NC(=S)Nc2ccc(Nc3ccc(OC)cc3)cc2)cc1 | 4% | -23% | 12% | -24% | -10% | 13µM* | ? | 28% | 14µM*

Results, from the first entry:
SMILES | APE1 inh | Pol kappa inh | Pol iota inh | Anesthetic bind | BLM helicase inh | G9a inh | Pol eta inh | POLB inh | BAZ2B block
C[C@H](CO)N1C[C@H](C)[C@@H](CN(C)Cc2ccc(-c3ccccc3)cc2)Oc2c(NS(=O)(=O)c3cccs3)cccc2C1=O | -10% | -3% | 23% | / | / | / | -19% | / | /
CCCCc1ccc(NC(=S)Nc2ccc(Nc3ccc(OC)cc3)cc2)cc1 | 4% | -23% | 12% | -24% | -10% | 13µM* | ? | 28% | 14µM*
CCOC(=O)C1CCCN(S(=O)(=O)c2cc3c4c(c2)CCC(=O)N4CCC3)C1 (configuration not stated) | 14% | -5% | 15% | / | / | 2% | -1% | / | -4%
O=C(NCc1ccccc1)C1CCCN1S(=O)(=O)c1ccc(Cl)cc1 (configuration not stated) | 3% | -8% | 6% | -4% | -2% | / | -14% | -6% | -5%
CCn1cc(NC(=O)Nc2ccccc2C(=O)OC)c(C(N)=O)n1 | -3% | -34% | ? | -10% | -6% | -3%[12.7 µM] | -14% | 5% | -30%
CCn1c(C)c(C(C)=O)c(N2CCN(c3ccc(OC)cc3)CC2)nc1=S | -1% | -18% | 19% | -20% | -10% | 35µM* | 21% | -27% | ?
NC(=O)c1sc2nc(-c3ccccc3)c3c(c2c1N)CCCC3 | 0% | -1% | -6% | -19% | -9% | ? | 1% | 0% | ?
CC(Sc1nnc(NC2CC2)s1)C(=O)Nc1ccc(N2CCOCC2)cc1 (configuration not stated) | 9% | -6% | -7% | / | / | 45µM* | -14% | / | -19%
Cc1cccc(NC(=S)N2CCN(C(=O)c3ccco3)CC2)c1 | -2% | 2% | 19% | -7% | 1% | / | -20% | 14% | -7%
CC1Cc2ccccc2N1S(=O)(=O)c1cccc(C(=O)NCCCn2ccnc2)c1 (configuration not stated) | 23% | -12% | 45%[activator] | -4% | 7% | -31% | -8% | 7% | ?
Cn1c(=O)c2c(nc(N3CCCCCC3)n2CC(=O)c2ccccc2)n(C)c1=O | 3% | -11% | 9% | -12% | 2% | 0% | -13% | 2% | -5%
Cc1ccc(C(=O)Oc2ccccc2N2C(=O)C3C4CCC(C4)C3C2=O)cc1 (configuration not stated) | 0% | -7% | -5% | -8% | -6% | 20%[59 µM] | -19% | 2% | -14%
Cc1ccc(CSc2nnc(-c3ccncc3)n2N)cc1 | -2% | 1% | 132%[activator] | 31%[activator] | 7% | -10%[12.7 µM] | -20% | 9% | 5%
Cc1ccc(C(=O)NCC(=O)OC(C)C(=O)NC2CCCc3ccccc32)cc1 (configuration not stated) | 56% | 0% | 18% | / | / | 3% | -19% | / | -10%
CCN(CC)CCOC(=O)c1ccc(NC(=O)c2cccc(C)c2[N+](=O)[O-])cc1 | -1% | -10% | -13% | -22% | 0% | -24% | -4% | -26% | -21%
CC(/C=N/NC(=O)Cn1cnc2c1c(=O)n(C)c(=O)n2C)=C\c1ccccc1 | 0% | -3% | 3% | -9% | -3% | 23%[59 µM] | -20% | 0% | 10%
O=S(=O)(c1ccc(Br)cc1)c1nnn2c1nc(NCc1cccs1)c1sccc12 | / | 4% | ? | 3% | -7% | ? | -2% | 5% | ?
COc1ccc(C2=NOC(C(=O)Nc3ccc4c(c3)OCO4)C2)cc1OC (configuration not stated) | -4% | 2% | 16% | -10% | -4% | 50µM* | -20% | 0% | /
Cc1ccc(SC(C)c2nc(-c3cccnc3)no2)cc1 (configuration not stated) | ? | -13% | 2% | -2% | -10% | 3%[12.7 µM] | -2% | -3% | 55%[activator]
C=CCOc1ccc(CNCC2CCCO2)cc1 (configuration not stated) | 10% | -2% | 1% | -3% | 1% | / | -6% | -29% | -17%
CCCCn1c(=N)n(CC(O)COc2ccc(C)cc2)c2ccccc21 (configuration not stated) | -6% | -2% | 8% | -17% | 7% | -37% | -18% | 35% | 10%
Cn1c(SC2CCCCC2=O)nnc1-c1ccncc1 (configuration not stated) | -4% | -6% | -12%[58.9 µM] | -8% | 0% | 38%[12.7 µM] | -3% | 4% | -6%
CC(C)Cn1cc(C(=O)NCCCN2CCCC2=O)c2c3ccccc3n(C)c2c1=O | 0% | -14% | 8% | -7% | 0% | -32%[12.7 µM] | 1% | ? | -6%
COCCNC(=S)N1CCN(c2ccc(Cl)cc2)CC1 | -2% | 1% | 12% | -5% | -4% | -27% | -11% | 6% | -24%
CNC(=O)/C=C/c1cccc(C(F)(F)F)c1 | 2% | 4% | 21% | 4% | 2% | -9% | -21% | -1% | 3%

Next section, overlapping the part above by 4 compounds.
SMILES | APE1 inh | Pol kappa inh | Pol iota inh | Anesthetic bind | BLM helicase inh | G9a inh | Pol eta inh | POLB inh | BAZ2B block
Cn1c(SC2CCCCC2=O)nnc1-c1ccncc1 (configuration not stated) | -4% | -6% | -12%[58.9 µM] | -8% | 0% | 38%[12.7 µM] | -3% | 4% | -6%
CC(C)Cn1cc(C(=O)NCCCN2CCCC2=O)c2c3ccccc3n(C)c2c1=O | 0% | -14% | 8% | -7% | 0% | -32%[12.7 µM] | 1% | ? | -6%
COCCNC(=S)N1CCN(c2ccc(Cl)cc2)CC1 | -2% | 1% | 12% | -5% | -4% | -27% | -11% | 6% | -24%
CNC(=O)/C=C/c1cccc(C(F)(F)F)c1 | 2% | 4% | 21% | 4% | 2% | -9% | -21% | -1% | 3%
CC[C@H](C)Cc1cn([C@@H](CCCCN)C(=O)NCCCCCCCCCCC(=O)N2CCNCC2)nn1 | -4% | -9% | ? | / | / | 18%[2.33 µM] | -8% | / | -4%
CC(=O)N1N=C(c2cccs2)CC1c1ccc(C)o1 (configuration not stated) | 16% | -8% | 23% | -8% | -7% | ? | -17% | 3% | -27%
Cc1cc(/C=C2\SC(=S)NC2=O)c(C)n1-c1ccccc1 | 0% | ? | ? | -2% | -21% | 45µM* | 50µM* | ? | ?
COc1cccc(C(=O)N2CCN=C2SCc2cccnc2)c1OC | -2% | 15% | 27% | -13% | 2% | 13% | -13% | 33% | -3%
O=C(COC(=O)c1ccccc1NC(=O)C1CC1)c1ccc2c(c1)OCCO2 | -8% | / | / | 3% | -4% | 15% | / | 0% | -2%
Cc1ccc(-c2nnn(CC(=O)NC3CC4CCC3C4)n2)cc1 (configuration not stated) | -2% | -11% | -2% | ? | -3% | -21%[59 µM] | 0% | 0% | 9%
O=C(CNC(=O)c1ccco1)N/N=C/c1cc(Br)ccc1O | 24% | -6% | 69%[activator] | 5% | -6% | 18% | -18% | ? | -1%
Cc1cccc(NC(=O)CN2C(=O)CCSc3ccc(S(=O)(=O)N4CCOCC4)cc32)c1C | ? | -25% | 3% | -2% | -6% | -5%[59 µM] | -14% | ? | -34%
O=C(Nc1nnc(SCC(=O)N2CCCCC2)s1)c1ccccc1F | 1% | -4% | -28% | -6% | 0% | 31% | -5% | 42% | 2%
CCC(C)(C(=O)Nc1ccc(OC)cc1)N(C)C(=O)Cn1nnnc1N (configuration not stated) | 70%[activator] | -1% | 1% | 33%[activator] | -3% | 35% | 0% | 0% | 32%[activator]
O=C1CCc2cc(S(=O)(=O)N3CCCC3C(=O)NC3CCCCCCC3)ccc2N1 (configuration not stated) | 2% | -11% | -3% | -6% | -1% | 23% | 3% | 1% | 7%
Cn1c(Cn2c(=O)sc3ccccc32)nnc1SCC(=O)NCc1ccccc1Cl | -3% | -21% | -10% | 15% | -17% | 4%[59 µM] | -10% | 6% | -6%
CCNc1ccc(S(=O)(=O)N(C)C)cc1[N+](=O)[O-] | 25% | -9% | 1% | -9% | -1% | / | -6% | 13% | ?
NCCSc1c(-c2ccc(Cl)cc2)[nH]c2ccccc12 | -1% | -4% | 19% | -1% | 2% | -27% | -19% | -26% | -34%
COc1cccc(C(=O)CN2CCC(NC(=O)NC3CCCCC3)CC2)c1 | 3% | -8% | 2% | -10% | -29% | -50%[12.7 µM] | 4% | -21% | 12%
Cc1ccc(Nc2nc(N)c([N+](=O)[O-])c(NCc3ccco3)n2)cc1 | 5% | -4% | 124%[activator] | -4% | -11% | 17%[59 µM] | -19% | 36% | -10%
CCN1CCN(CCCNC(=O)c2cnn(-c3ccc(OC)cc3)c2C2CCN(C(=O)OC(C)(C)C)CC2)CC1 | / | 10% | 12% | -3% | 2% | -24%[59 µM] | 1% | 30% | 9%[57.1 µM]
O=C(CNS(=O)(=O)c1ccccc1)OCC(=O)c1cccc([N+](=O)[O-])c1 | -3% | -5% | 333%[activator] | 6% | -3% | 22%[59 µM] | -16% | -7% | -6%
O=C(Cn1nnc2ccccc21)NNC(=O)c1ccccc1 | 23% | -5% | 57%[activator] | 0% | -3% | / | -8% | 8% | -1%
O=C(CCc1nnc(CCc2ccccc2)o1)N1CCCCC1CCn1cccn1 (configuration not stated) | 1% | -5% | -2% | -8% | -4% | 1% | -19% | -1% | -2%
CC1CC(C)CN(C(=O)CN2CCN(Cc3ccc(Cl)cc3)C2=O)C1 (configuration not stated) | 0% | -9% | 19% | ? | -2% | 2%[59 µM] | 4% | 29% | -7%
COc1ccccc1-n1cc(C(=O)NCC(=O)N2CCN(Cc3ccccc3)CC2)c2ccccc2c1=O | -1% | 0% | 48%[activator] | -13% | -6% | -38% | -17% | 18% | -17%
COc1ccc(CNCc2c(O)c(Cl)cc3c(C)c(C)c(=O)oc23)c(OC)c1 | 50%[activator] | 0% | 141%[activator] | 880%[activator] | -7% | -5% | -21% | ? | 1%
